Assay outcomes from PubChem.
M1 ag parental = counter-screen for M1 agonists: effect in parental CHO-K1 cells | activation, % at 3 µM | AID 602248, 2012 | Fluo-8 calcium fluorescence; scaled to maximal ATP response, vehicle zero | hit rate 0.48% among 360,000; in the data active means activation above about 15%;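 further: untransfected CHO-K1 host cells lacking M1 receptor as counterscreen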
M1 antag = human M1 muscarinic receptor antagonists, primary screen, CHO-K1 cells, Fluo-8 calcium fluorescence, 1536-well | Muscarinic acetylcholine receptor M1 (Homo sapiens), P11229 | CHO-K1 hM1, ACh EC80 antagonist | inhibition, % at 3 µM | hit rate 1.3% among 360,000 | AID 588852, 2011;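 active means percent inhibition above its own plate's cutoff, namely the mean of that plate's compound wells plus 3 SD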;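 further: peak over basal fluorescence ratio during 140 s after agonist addition; 0% = ACh EC80 plus DMSO and 100% = DMSO alone without agonist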
Target sequence (P11229 whole entry, looked up): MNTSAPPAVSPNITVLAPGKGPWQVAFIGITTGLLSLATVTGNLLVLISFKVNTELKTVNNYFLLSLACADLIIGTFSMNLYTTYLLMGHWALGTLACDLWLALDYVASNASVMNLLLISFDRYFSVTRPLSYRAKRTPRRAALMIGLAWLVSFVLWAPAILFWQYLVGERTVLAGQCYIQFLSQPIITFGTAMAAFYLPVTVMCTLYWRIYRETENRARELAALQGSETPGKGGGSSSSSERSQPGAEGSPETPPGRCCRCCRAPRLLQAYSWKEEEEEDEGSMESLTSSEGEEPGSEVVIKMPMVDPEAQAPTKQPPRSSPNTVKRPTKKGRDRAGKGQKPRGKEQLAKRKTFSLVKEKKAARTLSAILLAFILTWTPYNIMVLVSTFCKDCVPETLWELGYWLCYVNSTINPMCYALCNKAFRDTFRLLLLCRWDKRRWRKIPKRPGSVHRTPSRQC
CHO-K1 Ca antag = counter-screen for M1 antagonists: effect in parental CHO-K1 cells | ATP-induced calcium, Fluo-8 fluorescence | inhibition, % at 3 µM | hit rate 0.6% among 360,000;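 active means inhibition above a per-plate cutoff, the plate's mean sample inhibition plus 3 SD, cut at about 24% in these data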;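 further: 0% = DMSO plus EC80 ATP and 100% = DMSO alone without ATP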
CHO-K1 Ca PAM = nonselective calcium activators in parental CHO-K1 cells, primary screen, counter-screen for M1 PAM project, cell-based, Fluo-8 calcium fluorescence, full deck, 1536-well; ATP EC20; 0% at ATP EC20, 100% at ATP max; activation, % at 3 µM; hit rate 0.02% among 360,000; AID 602247, 2012;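 active means activation above the run cutoff, the mean activation of all test compounds plus 3 SD, cut at about 40% in these data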;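 further: peak over basal fluorescence ratio in a 140 s read after ATP addition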
M1 ag = human M1 muscarinic receptor agonists, primary screen, Fluo-8 calcium fluorescence, CHO-K1 cells, HTS. Muscarinic acetylcholine receptor M1 (Homo sapiens), P11229. activation, % at 3 µM. CHO-K1 hM1, agonist mode; 0% DMSO, 100% acetylcholine EC100. hit rate 0.33% among 360,000. AID 588814, 2011;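 active means activation above the run's mean compound activation plus 3 SD, cut at about 16% in these data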;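 further: peak over basal fluorescence ratio within a 140 s kinetic read after compound addition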
TAAR1 antagonist = human TAAR1 antagonists, primary screen, Fluo-8 calcium fluorescence, CHO RD-HGA16 cells; Trace amine-associated receptor 1 (Homo sapiens), Q96RJ0; antagonist; inhibition, % at 3 µM; hit rate 1.5% among 360,000; AID 624466, 2012;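 active means inhibition above a per-plate cutoff, the mean inhibition of test compounds on that plate plus 3 SD, cut at about 49% in these data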;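 further: 0% = DMSO plus EC80 beta-PEA response and 100% = DMSO alone without agonist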
Target sequence (Q96RJ0 whole entry, looked up): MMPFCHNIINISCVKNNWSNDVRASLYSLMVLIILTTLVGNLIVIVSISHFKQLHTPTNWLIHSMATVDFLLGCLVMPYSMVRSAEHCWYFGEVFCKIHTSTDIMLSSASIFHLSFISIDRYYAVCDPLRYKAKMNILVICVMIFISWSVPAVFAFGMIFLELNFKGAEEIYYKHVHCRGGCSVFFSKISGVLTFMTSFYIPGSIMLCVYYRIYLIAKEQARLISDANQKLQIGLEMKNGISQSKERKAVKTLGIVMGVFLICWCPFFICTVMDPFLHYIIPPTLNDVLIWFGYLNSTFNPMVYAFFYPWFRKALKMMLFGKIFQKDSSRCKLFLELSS
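System: CHO RD-HGA16 cells bearing hTAAR1. Reagent: EC80 β-phenethylamine stimulus. Schedule: seeding 17-24 h prior, 75-min 37 °C, 30-min RT dye loading. Signal: Fluo-8 intracellular calcium dye fluorescence, real-time kinetic reads. Read-out: % inhibition from peak post-agonist over basal fluorescence ratio. Benchmarks: vehicle wells and EC80 agonist wells. Replicates: n of 1.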
CHO parental Ca = ATP-evoked calcium signal inhibitors, parental CHO, primary screen, counter-screen for OX1R antagonist project, cell-based, fluorescence, Fluo-8 calcium dye; parental CHO-K1, ATP-induced calcium, Fluo-8 fluorescence; inhibition, % at 5.6 µM; hit rate 0.63% among 330,000; AID 463079, 2010;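 active means inhibition above that plate's mean sample inhibition plus 3 SD, cut at about 26% in these data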;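 further: 0% = ATP-challenged DMSO wells and 100% = DMSO wells without ATP; some compounds past the cut are filed as inactive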
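Test system: parental CHO cells; detection: calcium-sensitive Fluo-8 fluorescence; evaluation: percent inhibition of calcium signal; also added: ATP as calcium-mobilizing challenge; repeats: one well per compound; control set: ATP-challenged DMSO wells low, unchallenged DMSO wells high; compound: single nominal dose of 5.6 µM per compound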
CHRM1 PAM = human M1 muscarinic receptor positive allosteric modulators, primary screen, CHO-K1 cells, Fluo-8 calcium fluorescence, 1536-well | Muscarinic acetylcholine receptor M1 (Homo sapiens), P11229 | CHO-K1 hM1, ACh EC20; 0% = ACh EC20, 100% = maximal ACh | activation, % at 3 µM | hit rate 0.088% among 360,000; in the data active means activation above about 19%, passing the limit was not always enough
TAAR1 ag = human TAAR1 agonists, primary screen, Fluo-8 calcium fluorescence, CHO RD-HGA16 cells; Trace amine-associated receptor 1 (Homo sapiens), Q96RJ0; vehicle wells 0%, saturating PEA agonist 100%; activation, % at 3 µM; hit rate 0.99% among 360,000;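 active means activation above the mean activation of all test compounds in the run plus 3 SD, cut at about 38% in these data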
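System: CHO-derived RD-HGA16 cells with stable Gα16 and human TAAR1 / Times: 17-24 h plating, Fluo-8 75 min 37 °C, 30 min RT / Technique: calcium-sensitive Fluo-8 signal, excitation 470-495, emission 515-575 nm / Measure: % activation relative to PEA EC100 response / Benchmarks: DMSO and PEA EC100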
Numbers without * were called inactive; · = not tested or not shown; & = joins results of further samples.

Molecule	TAAR1 antagonist	CHRM1 PAM	M1 ag	M1 antag	CHO-K1 Ca antag	TAAR1 ag	CHO parental Ca	M1 ag parental	CHO-K1 Ca PAM
O=C1CC2(CON=C2c2ccc(F)cc2)C(=O)N1c1ccc(F)cc1 (stereo not given)	3	8	0	-9	-4	3	-7	1.0	10
CSc1ccc(/C=N/N2CCN(Cc3ccc(C)cc3C)CC2)cc1	-9	11	-7	-12	-7	4	-5	0.3	22
CSc1ncc(CN2CCN(C3CCCC3)C(CCO)C2)cn1 (stereo not given)	-6	-18	-6	34*	-2	2	13	13	15
COc1cccc2[nH]c(C(=O)NC(C)c3ccccc3)cc12 (stereo not given)	-6	2	-2	-3	-1	7	-10	0.4	-3
CC1CCCC(C)N1C(=O)COC(=O)CCC(=O)c1ccc(F)cc1 (stereo not given)	2	0	-3	10	-17	6	-7	4.6	4
CCCCn1c(SCC(=O)NNC(=O)c2ccco2)nnc1-c1ccco1	15	7	-4	-7	-10	4	8	4.7	17
Cc1ccccc1NC1=C(Cl)C(=O)N(C2CCCCC2)C1=O	18	4	-6	-20	16	3	-25	-0.6	-3
CC(=O)N[C@@H](C)C(=O)OC(C)C(=O)Nc1cccc([N+](=O)[O-])c1 (stereo not given in full)	-32	10	-3	-4	-3	2	·	-0.2	-6
Cc1ccc(-n2ncc3c(=O)n(CC(=O)N4CCN(c5ccccc5)CC4)cnc32)cc1C	-17	8	-3	-4	-4	0	-11	1.4	13
Cc1cc(SCC(=O)N(C)C2CCCCC2)nc2ccccc12	11	8	-2	-8	-16	23	-14	-0.2	9
CC(=O)N(/N=C1\Sc2ccccc2C1=O)c1ccccc1C	6	-12	-3	4	-7	20	-38	3.6	10
O=C(Nc1ncn[nH]1)c1ccc(Cl)cc1Cl	-26	12	-4	-3	-11	1	-6	0.3	8
OCC[C@@H]1C[C@H](O)[C@@H](O)[C@]2(CCc3ccccc3O2)O1	-18	2	-5	-3	-8	11	1	0.0	4
COc1ccc(CC(NC(C)=O)C(=O)NC2CCN(c3c4c(nc5ncnn35)CCC4)CC2)cc1 (stereo not given)	8	4	-4	-1	-7	12	-2	0.0	15
COc1ccccc1NC(=O)CCNC(=O)C1CCN(S(=O)(=O)c2ccccc2)CC1	-1	8	1	-16	-14	2	·	1.9	28
Cc1cc(C)c2nc(N3C(=O)C(O)=C(C(=O)c4ccco4)C3c3ccc(O)cc3)sc2c1 (stereo not given)	-15	4	-2	-5	-10	6	-5	0.3	7
CCc1ccc(NC(=O)CCC(=O)Nc2nnc(C(C)C)s2)cc1	-21	5	-3	-16	-10	0	-15	0.0	14
NC1=NC[C@H](Cc2ccc(O)cc2)N1CCc1cccc(F)c1	4	7	-9	18	-9	4	0	-0.2	6
CCc1ccc(NC(=O)[C@H](Cc2ccccc2)NC(=O)C2CCN(C(=O)[C@@H](N)CC(C)C)CC2)cc1	0	19	2	-23	-4	1	-30	-0.3	19
CCCCCc1nnc(NC(=O)c2ccc(N3CCCC3=O)cc2)s1	-12	13	-1	-14	-2	1	-23	1.4	9
OCC(O)/C=N/Nc1nc2ccccc2s1 (stereo not given)	-11	6	-2	-15	1	4	-8	0.3	3
O=C(Oc1cccc(N2C(=O)CCC2=O)c1)C1CC(=O)N(c2ccc(F)cc2)C1 (stereo not given)	-5	4	-1	-8	-6	2	-7	-0.1	3
O=C(COC(=O)Cn1c(C(F)(F)F)nc2ccccc21)Nc1ccc2c(c1)OCCO2	21	4	3	-3	16	17	-16	0.5	1
CCCOC(=O)CN1C(=O)c2ccc(C(=O)OCCC)cc2C1=O	-37	2	-3	2	-14	6	-1	-0.5	13
CC(C)=CC(=O)N1CCC(N2CCC(C(=O)N3CCOCC3)CC2)CC1	-20	4	-6	-7	1	0	3	0.5	5
CN(CCc1ccccc1)C(=O)c1cccc(NC(=O)Cc2cccc(NC(=O)C3CCN(C(=O)C4CCC4)CC3)c2)c1	3	6	-3	-10	-6	-1	·	0.2	6
COC(=O)[C@]12CCCCC=C1N(Cc1cccc3ccccc13)C(=O)[C@H](CC(=O)NCc1ccc(C)o1)C2	15	·	·	·	-12	-1	·	2.0	23
CCc1ccccc1NS(=O)(=O)c1cc2c3c(c1)CCN3C(=O)CC2	-9	7	-2	-6	-7	0	·	2.1	9
CCOCCCn1c(=NC(C)=O)c(C(=O)OCC)cc2c(=O)n3ccccc3nc21	-1	4&4	-4&-6	-13&-2	-7&-12	1	-2	0.4&1.0	7&18
CC1CN(C(=O)N2c3ccccc3Sc3ccccc32)C(C)CC1=O (stereo not given)	-6	-13	-6	6	2	11	-24	0.0	5
C[C@H]1CN([C@@H](C)CO)C(=O)CCCn2nncc2CO[C@@H]1CN(C)C(=O)Nc1cccc2ccccc12	-20	6	-7	-6	-11	0	·	0.1	-4
COc1ccc(C(CNC(=O)c2ccc(S(=O)(=O)N3CC(C)CC(C)C3)cc2)N(C)C)cc1 (stereo not given)	0	-10	1	-7	-5	20	-10	3.7	4
O=C1CC(c2ccccc2Cl)CC(O)=C1C=NCCCO (stereo not given)	-11	5	-3	-8	0	3	-6	0.1	-11
Cc1cc2c(cc1S(=O)(=O)CCC(=O)N(C)Cc1ccccc1)OCC(=O)N2	-3	11	-2	-4	4	1	-9	1.0	-5
CCOc1ccc(OCC)c(NC(=O)Cn2cccc2)c1	·	2	-5	5	1	·	-22	-0.9	-4
COCCNC(=O)COc1ccc(Oc2ccccc2)cc1	15	4	-1	1	6	3	-6	-0.3	-3
COc1ccc(C2(CNC(=O)c3cccc([N+](=O)[O-])c3)CCCCC2)cc1OC	-16	9	-5	-5	-7	8	-23	1.2	11
CC(C)(C)OC(=O)[C@H](CCCCN)NC(=O)c1nc[nH]c1C(=O)N[C@@H](CCCCN)C(=O)OC(C)(C)C	1	6	-3	-6	-6	7	-3	0.8	4
CC1CCCC(C(=O)O)N1C(=O)CCS (stereo not given)	-18	6	-3	-7	-5	1	-9	-0.1	0
CN(C)CCn1c2c(c(SCC(=O)Nc3cccc4ccccc34)nc1=O)CCCC2	-1	4	-8	-8	-4	0	-29	0.1	13
COc1nc(OCCNC(C)=O)nc(N(C)C)n1	-5	3	-4	-6	-16	2	2	0.5	19
O=c1ccnc(SCCc2ccc([N+](=O)[O-])cc2)[nH]1	-3	-6	-1	0	6	-1	-9	0.7	-18
Cc1c(NC(=O)C2CCN(S(=O)(=O)c3ccc(Cl)cc3)CC2)c(=O)n(-c2ccccc2)n1C	-13	11	-8	-13	-15	0	2	0.7	14
CC(=O)Nc1ccc(C(=O)OCC(=O)NC2CCCCCC2)cc1	-12	2	-4	-3	0	2	·	1.7	13
COc1ccc(Cn2c(=O)sc3ccccc32)cc1	-2	12	-2	-8	1	6	-13	0.2	19
CCNc1c2c(nc3ccccc13)CC(C)(C)CC2=O	-9	-1	-4	7	-2	6	-5	0.8	14
CCOc1cc(/C=N/NC(=O)COc2cccc(C)c2)ccc1OC(=O)c1cccs1	24	-2	-4	8	-9	1	-16	1.8	19
CCOC(=O)c1c(NC(=O)COc2ccccc2)sc2c1CC(C)(C)NC2(C)C	15	2	-4	2	-15	11	-3	6.0	23
C/C(=N\Nc1ccc(Cl)c(C(=O)O)c1)c1cccs1	-11	7	-1	-9	-16	0	-2	1.3	18
O=C(O)Cn1ccc2ccccc21	-6	15	-1	-15	-15	10	-1	1.1	8
Cc1ccccc1NC(=O)CCCC(=O)c1ccccc1	14	7	-4	-12	-12	1	-8	0.2	-20
COC(=O)c1cn(NC(=O)C2CCCCC2)c(=O)c2ccccc12	-7	2	-3	-4	-14	-1	-33	-0.3	12
O=C(Nc1ccc(C2=CN(Cc3ccccc3)CCC2=O)cc1)OCc1ccccc1	-2	-1	-3	-2	-5	5	-17	0.0	6
CS(=O)(=O)CCC(C(=O)O)N1C(=O)c2ccc(Oc3ccc(Cl)cc3)cc2C1=O (stereo not given)	2	14	-1	-21	-6	-1	1	6.7	23
CCCCn1c(N)c(N(CCOC)C(=O)CCS(=O)(=O)c2ccc(C)cc2)c(=O)[nH]c1=O	-5	2	-4	-4	-7	1	·	0.5	17
COc1ccc2[nH]c(C)c(CCNC(=S)Nc3cccc(C)c3)c2c1	3	7	2	-4	21	0	0	0.3	-7
CCC(c1nnnn1CC1CCCO1)N(CCN1CCOCC1)Cc1cc2cc(C)ccc2[nH]c1=O (stereo not given)	-1	0	-4	1	-11	9	·	-0.1	18
COC(=O)C(Cc1ccccc1)NC(=O)CNC(=O)c1ccc(Br)cc1 (stereo not given)	-11	14	0	-19	-6	-4	-30	0.8	-4
COc1ccc(CCN2C(=O)N[C@@H](C(C)C)C2=O)cc1	-4	7	0	2	0	1	-7	0.4	-6
O=C1CC[C@@H]2CC3(C[C@@H]4CCN1[C@H]24)Nc1cc([N+](=O)[O-])ccc1NC3=NC1CCCCC1 (stereo not given in full)	3	8	-8	-5	-4	5	·	0.1	-6

Carrying on:
Molecule	TAAR1 antagonist	CHRM1 PAM	M1 ag	M1 antag	CHO-K1 Ca antag	TAAR1 ag	CHO parental Ca	M1 ag parental	CHO-K1 Ca PAM
COc1ccc(C2C(C(=O)O)c3ccccc3C(=O)N2C)cc1Br (stereo not given)	-7	4	-4	-20	-1	4	-2	0.7	18
Cc1ccc(NC2CC(=O)N(c3ccc(N4CCCCC4)cc3)C2=O)cc1 (stereo not given)	-19	-5	-3	10	-6	2	-4	0.3	-7
CC(=O)c1c(C)[nH]c(C(=O)CSc2ccc(F)cc2)c1C	14	-19	5	33*	11	6	33*	15*	-12
O=C1CSC(=S)N1c1cccnc1	-12	9	-2	-35	-21	0	-11	0.5	0
COc1ccc(C(=O)NCC(=O)OCC(=O)N2CC(C)OC(C)C2)cc1OC (stereo not given)	4	3	-3	-13	-5	1	-8	0.5	7
